D1 antagonist – human D1 dopamine receptor antagonism; 360,000 tested, 3.2% active; AID 504652; HEK293 TREx D1 cells, calcium flux, dopamine EC80; hits give low values; activity change, negative = inhibition, % at 10 µM; P21728; in the data active = activity change below about -30%; note: % is set by controls: 0 for no effect and ±100 for the full control effect
Target sequence (P21728 whole entry, looked up): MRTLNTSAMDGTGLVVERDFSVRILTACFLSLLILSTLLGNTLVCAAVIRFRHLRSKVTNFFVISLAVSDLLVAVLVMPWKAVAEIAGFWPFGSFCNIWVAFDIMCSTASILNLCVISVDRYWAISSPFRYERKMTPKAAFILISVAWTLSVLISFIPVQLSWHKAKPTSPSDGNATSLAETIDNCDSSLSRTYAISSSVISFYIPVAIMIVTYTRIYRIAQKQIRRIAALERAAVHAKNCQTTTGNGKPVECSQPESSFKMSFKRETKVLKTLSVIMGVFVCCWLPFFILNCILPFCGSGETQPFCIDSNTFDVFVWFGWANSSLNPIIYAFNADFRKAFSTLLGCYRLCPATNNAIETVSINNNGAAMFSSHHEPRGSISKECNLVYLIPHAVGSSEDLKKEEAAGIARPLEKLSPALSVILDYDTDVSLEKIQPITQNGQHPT
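Tetracycline-induced HEK293 T-REx cells with force-coupled D1 receptor were loaded with a no-wash calcium dye. Compound was added after a 10 s baseline and read kinetically for 180 s; EC80 dopamine was then added and calcium flux followed another 180 s.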
GRP78 ERSR act – inducers of ER stress response in human glioma cells; U87-MG GRP78 promoter luciferase reporter, 16 h; Potency, µM, for the others: at the highest dose activation, most hits filed as activators; 420,000 tested, 0.02% active; note: potency is the fitted concentration of half-maximal effect; series mostly up to about 76 µM; % of control where 0% means no effect; nearly all actives have a fitted effect of over 35% in size
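Stably transfected U87-MG human glioma cells carrying a GRP78-based luminescent sensor were seeded at 1000 cells/well, pin-dosed with compounds and incubated 16 h. Luciferase reagent was then added, and end-point luminescence was read after 10 min at room temperature.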
RXFP1 ag – activates the human relaxin receptor RXFP1; 370,000 tested, 0.3% active; Q9HBX9; Potency, µM (doses to about 57.5 µM), without a hit: top-dose activation, usual class: activators; HEK293T-RXFP1 cAMP TR-FRET, 30 min; response scale: percent of porcine relaxin response, buffer zero; note: potency is the fitted concentration of half-maximal effect; % is set by controls: 0 for no effect and ±100 for the full control effect; nearly all actives have a fitted effect of over 60% in size; many of its hits are not listed in these tables
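Agonist response is measured as cAMP accumulation in an RXFP1-transfected HEK293T line under PDE4 inhibition. Values are scaled between buffer-only and 29 nM porcine relaxin, and EC50s come from standard Hill equation fits.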
Vif-APOBEC3F blk – inhibitors of Vif-A3F interaction; Potency, µM (titrated, usually from 46.1 µM), for the others: top-dose activity, negative = active; HeLa A3F-eYFP + Vif (tagged APOBEC3F with the HIV-1 protein that degrades it), YFP fluorescence increase; AID 602313; 390,000 tested, 0.2% active; note: potency is the fitted concentration of half-maximal effect; % of control where 0% means no effect; nearly all actives have a fitted effect of over 65% in size
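HeLa cells stably expressing A3F-eYFP plus Vif, plated and incubated overnight at 37 deg C, then exposed to compounds overnight at 37 deg C. Blocked degradation read as raised yellow fluorescence (Ex 488/Em 500-530).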
LDHA inh – LDHA (human) enzyme inhibition; P00338; purified LDHA, NADH/diaphorase-resazurin fluorescence; hits give low values; activity change, % (values are at about 110 or 230 µM); 480,000 tested, 0.15% active; in the data active = activity change below about -30%; inconclusive = mostly about -25% to -30%;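 note: plate controls were DMSO wells for no effect and wells without enzyme for full effect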
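Resorufin fluorescence (ex540/em590), read at 0 and 20 min after diaphorase/resazurin addition, reports the NADH left after a 5 min room-temperature reaction of 2 nM human LDH5 with 0.06 mM NADH and 0.2 mM pyruvate.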
D1 agonist – agonists of human D1 dopamine receptor. P21728. HEK293 T-REx D1 cells, calcium flux, agonist mode. activation, % at 2 µM. 360,000 tested, 1% active. AID 504660; in the data active = activation above about 30%; note: 0% is about no effect
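Agonism was scored from calcium flux recorded over 180 s (1 read/s) after pintool compound addition, following a 10-cycle baseline. Cells were inducible force-coupled HEK293 TREx D1, plated overnight at 30 C and loaded with no-wash calcium dye.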
D1 potentiator – enhances dopamine response at the human D1 receptor. HEK293 TREx D1 cells, calcium flux, dopamine EC20 potentiation. potentiation, % at 10 µM. 360,000 tested, 0.036% active. AID 504651; in the data active = potentiation above about 30%; note: 0% is about no effect
D2 PAM – positive allosteric modulators of human D2 dopamine receptor | P14416 | HEK293 T-REx D2, calcium flux, EC20 dopamine potentiation | potentiation, % at 10 µM | 340,000 tested, 0.34% active;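 active = potentiation over 3 SD above the plate norm, cut at about 30% in these data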; note: 0% is about no effect
Target sequence (P14416 whole entry, looked up): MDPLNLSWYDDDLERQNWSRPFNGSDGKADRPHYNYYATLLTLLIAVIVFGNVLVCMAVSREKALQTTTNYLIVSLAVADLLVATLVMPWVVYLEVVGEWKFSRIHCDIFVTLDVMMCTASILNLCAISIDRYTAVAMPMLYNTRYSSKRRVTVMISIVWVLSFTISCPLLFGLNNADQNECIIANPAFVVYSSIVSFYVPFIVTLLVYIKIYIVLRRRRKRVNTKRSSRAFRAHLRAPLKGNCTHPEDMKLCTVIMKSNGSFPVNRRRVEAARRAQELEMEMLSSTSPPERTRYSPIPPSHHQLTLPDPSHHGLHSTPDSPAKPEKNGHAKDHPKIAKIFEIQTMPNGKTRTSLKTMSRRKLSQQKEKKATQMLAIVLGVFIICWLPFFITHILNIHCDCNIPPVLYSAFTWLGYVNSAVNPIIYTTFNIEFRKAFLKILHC
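Calcium flux readout, no-wash dye, 1 read/s. Inducible HEK293 Trex D2 line, overnight 30 C. Compound alone 180 s (agonist flags), then EC20 dopamine, another 180 s to score potentiation.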
Vif-A3G inh – Vif-A3G binding inhibition; HeLa A3G-eYFP + Vif (tagged APOBEC3G with the HIV-1 protein that degrades it), YFP fluorescence, overnight; Potency, µM (doses to about 46.1 µM), for the others: top-dose activity, negative = active, hits mostly inhibitors; 410,000 tested, 0.076% active; AID 602310;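 note: potency is the fitted concentration of half-maximal effect; % is set by controls: 0 for no effect and ±100 for the full control effect; nearly all actives have a fitted effect of over 60% in size; hits raise eYFP signal because A3G escapes Vif-driven loss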
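Read-out is eYFP fluorescence (Ex 488/Em 500-530) from Vif-expressing HeLa A3G-eYFP cells; more signal means A3G escaped Vif-mediated degradation. Cells plated overnight, compound pinned in, incubated overnight at 37 deg C.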
* hit, by the source's call; ? = inconclusive; . = not tested or not shown; & = joins results of further samples. Unless noted, calls come from the whole dose curve; as a rule, active = well fitted curve in the direction sought with a large enough effect; inconclusive = small, poorly fitted or top-dose-only effect, or another doubt; inactive = no such curve, though single readings can be large; an effect the other way counts as inactive or inconclusive.

structure,D1 antagonist,GRP78 ERSR act,RXFP1 ag,Vif-APOBEC3F blk,LDHA inh,D1 agonist,D1 potentiator,D2 PAM,Vif-A3G inh
CC(Nc1ncnc2sccc12)c1ccccc1 (centres undefined),-18.3,-2.0%,-0.7%,0.9%,-0.4,10.7,-3.8,7.2,0.2%
COc1ccc(-c2c(-c3ccccc3OC)oc3ccccc23)cn1,.,2.3%,2.2%,-1.1%,0.4,4.9,1.6,-4.4,-17.7%
CCOc1ccccc1NC(=O)Nc1ccc(OC)nc1,0.7,-3.0%,3.3%,-21.2%,0.3,0.1,-0.2,-6.7,1.7%
CC1CN(S(=O)(=O)c2cccc(C(=O)Nc3ccccc3N3CCCCC3)c2)CC(C)O1 (centres undefined),4.6,-3.8%,1.7%,9.1%,-0.4,0.9,3.8,-9.7,-4.9%
O=C(CSc1cn(CCNC(=O)c2ccccc2F)c2ccccc12)Nc1ccc(F)cc1,-11.7,-3.5%,-0.6%,-1.7%,-4.1,0.9,-3.4,5.8,-3.3%
O=C(COC(=O)/C=C/c1ccccc1)NCc1ccco1,.,-3.1%,.,-4.0%,0.9,.,.,.,-1.1%
COc1cccc(CN2CC(C(=O)N(C)Cc3ccc(C)cc3)CCC2=O)c1 (centres undefined),-4.4,6.9%,-1.6%,0.6%,-15.8,1.4,-6.5,11.6,3.3%
O=C(NCC1CCCO1)c1cccnc1NCc1ccc(F)cc1 (centres undefined),4.8,-0.9%,1.6%,-15.3%,-4.6,0.4,-4.3,.,0.5%
CN(C)C(=O)c1ccc(NC(=O)COc2cccc3c2OC(C)(C)C3)cc1,-5.1,1.8%,-0.1%,2.6%,-8.3,4.0,-0.9,-0.7,-3.9%
Cc1ccc(S(=O)(=O)N2CCCCC2)cc1NC(=O)C1CC(=O)N(c2ccc3c(c2)OCCO3)C1 (centres undefined),-16.9,1.0%,-0.1%,-23.0%,-1.1,3.2,-0.8,0.0,-0.8%
Cc1nnc(SCC(=O)NC(C)(C)C)n1NCc1c(F)cccc1Cl,8.4,-3.3%,-2.3%,1.0%,-17.0,2.4,0.0,4.5,0.6%
CCOC(=O)C1=C(C)NC(=O)C1(NC(=O)c1cccnc1)C(F)(F)F (centres undefined),3.9,-4.1%,-0.9%,-4.0%,-20.3,2.9,-8.1,3.7,1.3%
Cc1cc(F)ccc1NC(=O)CCSc1nc(-c2ccco2)cc(C(F)(F)F)n1,4.4,-1.3%,17.9%,-9.9%,-2.2,0.1,5.2,3.6,1.2%
O=C(CN1CCN(c2ccccc2F)CC1)NC(=O)NCc1ccco1,-0.2,-2.0%,-0.6%,-5.8%,-5.8,0.9,-4.2,28.4,-6.6%
CC(C)(C)c1ccc(NC(=O)COc2ccc(-n3ccnc3)cc2)cc1,-4.2,-9.2%,-0.6%,0.3%,1.1,8.0,-5.7,3.3,2.9%
CC(=O)N1C=Cc2c(c(C)c3c([nH]c4ccccc43)c2C)C1,10.4,.,2.8%,.,.,57.9*,-6.5,4.2,.
COc1ccc(S(=O)(=O)Nc2ccccc2C(=O)NCc2cccnc2)cc1C,-6.2,-5.1%,2.9%,-6.5%,-5.4,4.9,.,.,1.3%
COc1ccc(NC(C(=O)Nc2cccc(C(C)=O)c2)c2ccccc2)cc1 (centres undefined),0.5,0.8%,4.0%,2.3%,-4.7,-1.9,-1.8,.,-1.1%
CNC(=O)N(O)C1N(/N=C/c2ccc(SC)cc2)C(=S)SC1(C)C (centres undefined),1.8,1.7%,0.2%,4.2%,-5.6,0.1,2.2,5.8,-4.2%
O=C(c1cc(Br)c(Br)s1)N1CCN(c2ccccn2)CC1,0.1,-1.5%,3.0%,2.7%,5.6,2.2,-3.1,-9.4,-4.3%
COc1cc(C(=O)NCCCN2CCCC2=O)cc(Br)c1OCc1ccccc1,1.6,-1.5%,0.7%,7.8%,-4.3,14.6,.,.,-3.9%
O=C(Nc1nnc(-c2ccc(F)cc2)o1)c1ccc(S(=O)(=O)N2CCOCC2)cc1,-13.2,-8.3%,-0.8%,-4.2%,2.7,0.6,0.9,3.9,3.7%
Cc1cccc(NC(=O)NCC(F)(F)F)n1,1.7,-1.3%,0.8%,2.2%,-8.9,1.7,-0.6,-11.8,1.3%
Cc1n[nH]c(C)c1S(=O)(=O)N1CCCC(C(=O)NCc2ccc(F)cc2)C1 (centres undefined),-17.7,-3.2%,1.8%,4.4%,-12.3,2.2,-10.0,-0.3,10.5%
Cc1ccccc1C(=O)N[C@H](C(=O)Nc1ccc(Cl)c(Cl)c1)C(C)C,-21.8,-3.8%,1.6%,-0.8%,1.0,2.5,-3.8,3.6,0.0%

(next part)
structure,D1 antagonist,GRP78 ERSR act,RXFP1 ag,Vif-APOBEC3F blk,LDHA inh,D1 agonist,D1 potentiator,D2 PAM,Vif-A3G inh
O=C(COCc1cc(-c2ccc3c(c2)OCO3)on1)NCc1ccccc1Cl,8.5,-2.1%,0.1%,4.3%,-8.1,2.2,1.4,1.3,0.7%
CCCC(C)C(=O)OCC(=O)NCc1ccc(OC)c(OC)c1 (centres undefined),-20.5,-9.1%,3.3%,-7.2%,-9.9,9.3,-3.6,6.9,1.9%
O=C(CCCN1C(=O)/C(=C/c2ccc3c(c2)OCO3)SC1=S)Nc1ccc(C(=O)O)cc1,4.5,-14.7%,1.6%,-5.8%,0.0,5.7,-1.4,8.3,7.5%
CC1CCC(C(C)C)C(OC(=O)Cn2c(-c3ccccc3)[n+](C)c3ccccc32)C1 (centres undefined),-9.4&12.9,-6.0%&-2.9%,0.1%&-0.3%,?,-3.7&-3.7,0.5&1.0,-4.3&-3.6,-13.9&-16.3,-16.0%&-10.6%
COc1cccc(C2SCC(=O)N2c2ccc(Cl)cc2)c1OC (centres undefined),-8.7,-4.5%,2.1%,-4.3%,-5.4,2.4,4.0,-4.3,2.7%
CC(=O)c1ccc(OCC(=O)NCCC2=CCCCC2)cc1,.,-4.1%,.,1.0%,-5.6,.,.,.,0.4%
Cc1cc(=O)n2[nH]c(NCc3c(F)cccc3Cl)nc2n1,0.7,-0.9%,-0.7%,2.1%,1.7,3.4,0.7,1.7,4.8%
O=C(CSc1nnc(Cn2c(=O)sc3ccccc32)n1-c1ccccc1)N1CCCCCC1,9.2,0.3%,-3.5%,1.9%,-2.0,0.2,0.7,-4.7,0.1%
Cc1nn(Cc2ccc(C(=O)Nc3ccccc3C(F)(F)F)o2)c(C)c1Br,-65.1*,-5.4%,2.1%,-3.5%,0.0,24.5,-4.5,15.9,-2.9%
COCCn1c(=NC(=O)CCS(=O)(=O)c2ccccc2)sc2ccccc21,.,-1.7%,.,-8.4%,-2.4,.,.,.,0.6%
CC(=O)N(C)c1ccc(NC(=O)c2ccco2)cc1,4.8,-4.1%,-0.1%,-5.3%,0.0,1.0,-5.5,4.1,0.3%
CC(C)(C)C(=O)Nc1cccc(-c2nc3ccccc3c(=O)o2)c1,-3.2,-1.1%,7.3%,-1.2%,-5.1,2.4,-1.1,3.0,0.9%
CCOC(=O)C1(CCc2ccccc2)CCN(Cc2cnc(N(C)C)s2)CC1,20.9,1.2%,7.1%,0.5%,-5.4,7.5,-1.9,-20.2,0.0%
CCN(CC)CCCNc1nc2cc(OC)c(OC)cc2c2nc(-c3ccccc3)nn12,-2.5,-11.8%,0.7%,-4.3%,-0.3,-0.4,-4.5,0.2,3.5%
CC1(C)SC(=S)N(/N=C/c2ccccc2O)C1N(O)C(=O)Nc1ccccc1 (centres undefined),4.5,-0.2%,0.0%,-1.5%,-1.8,8.8,-9.1,-1.4,-3.7%
Cc1cc(C)n2nc(CC(=O)NC3CCCCCC3)nc2n1,18.7,-4.5%,-1.1%,-1.0%,-7.0,2.2,-5.2,3.2,-3.0%
Cc1ccc(-n2nc3ccc(NC(=O)COc4ccccc4)cc3n2)cc1Cl,4.4,-3.8%,1.8%,0.7%,-9.0,0.2,0.8,-0.5,-5.5%
CCOC(=O)c1ccc(NC(=O)CC2C(=O)N(c3ccc(C)cc3)C(=O)N2C2CCCC2)cc1 (centres undefined),3.6,-0.3%,2.3%,8.0%,3.4,4.7,-3.5,-8.3,-1.1%
CC(C)Cc1cc(C(=O)N2CCN(C(c3ccccc3)c3ccccc3)CC2)no1,-13.4,0.3%,-0.2%,-10.4%,-3.2,8.9,-4.5,-12.2,1.1%
O=C(C1=C[C@@H](C2CC2)C[C@@H](OCc2ccc(CO)cc2)O1)N1CCOCC1,-5.8,-3.4%,0.2%,-6.1%,0.2,3.3,-3.7,4.4,1.0%
COCCN(CC(=O)Oc1ccccc1P(=O)(OC)OC)Cc1ccccc1,2.4,-1.1%,7.3%,-17.9%,-6.2,0.9,-9.0,10.2,2.7%
O=C(CSC1=NS(=O)(=O)c2ccccc2N1)Nc1ccccc1F,17.5,-3.3%,0.3%,5.5%,-9.2,0.9,-0.1,-1.5,1.9%
CCCCN(C)CCNC(=O)Cn1ncc2c3ccccc3n(CCC)c2c1=O,-0.4,-2.5%,1.1%,-1.9%,-0.7,0.1,5.8,-18.6,2.9%
COc1ccc(Cc2nnc(NC(=O)c3cccc(C)c3)s2)cc1,18.7,-2.5%,4.2%,2.7%,-5.5,3.2,-2.9,-0.9,-3.6%
O=C(CCc1ccccc1)N1N=C(c2ccncc2)CC1(O)C(F)(F)F (centres undefined),-9.0,-3.0%,-0.9%,-10.9%,-3.1,0.2,-5.0,3.0,-6.1%

A second format for 2 compounds above.
structure: CCOC(=O)C1=C(C)NC(=O)C1(NC(=O)c1cccnc1)C(F)(F)F (centres undefined)
  D1 antagonist: 3.9
  GRP78 ERSR act: -4.1%
  RXFP1 ag: -0.9%
  Vif-APOBEC3F blk: -4.0%
  LDHA inh: -20.3
  D1 agonist: 2.9
  D1 potentiator: -8.1
  D2 PAM: 3.7
  Vif-A3G inh: 1.3%
structure: Cc1cc(F)ccc1NC(=O)CCSc1nc(-c2ccco2)cc(C(F)(F)F)n1
  D1 antagonist: 4.4
  GRP78 ERSR act: -1.3%
  RXFP1 ag: 17.9%
  Vif-APOBEC3F blk: -9.9%
  LDHA inh: -2.2
  D1 agonist: 0.1
  D1 potentiator: 5.2
  D2 PAM: 3.6
  Vif-A3G inh: 1.2%

Not all compounds are listed; rates above refer to the full screens.
